Screening data from PubChem.
LYPLA1 inh: LYPLA1 inhibitors, primary screen, counter-screen for PME1 inhibitor project, biochemical, fluorescence polarization, FP-Rh probe ABPP; hit rate 0.16% among 320,000; recombinant LYPLA1; inhibition, % at 5.9 µM; Acyl-protein thioesterase 1 (Homo sapiens), O75608;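 active = inhibition above the mean of all tested compounds plus 3 SD, set per campaign, cut at about 14% in these data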;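 also: inhibitors block serine hydrolase probe labeling of LYPLA1 so polarization falls; 0% = enzyme with DMSO and 100% = wells lacking LYPLA1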
PME-1 inh: PME-1 inhibitors via competitive probe labeling, primary screen, biochemical, fluorescence polarization, FP-Rh probe, HTS; AID 2130, 2009; Protein phosphatase methylesterase 1 (Homo sapiens), Q9Y570; hit rate 0.53% among 320,000; recombinant PME-1; inhibition, % at 5.9 µM;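 active = inhibition above the campaign mean of all compounds plus 3 SD, cut at about 26% in these data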;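 also: competitive labeling of PME-1 active site by serine hydrolase directed probe; 0% = PME-1 with DMSO and 100% = wells lacking PME-1 enzyme; inhibitors block probe labeling so polarization falls and inhibition rises; many of its hits are not listed in these tables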
Target sequence (Q9Y570 whole entry, looked up): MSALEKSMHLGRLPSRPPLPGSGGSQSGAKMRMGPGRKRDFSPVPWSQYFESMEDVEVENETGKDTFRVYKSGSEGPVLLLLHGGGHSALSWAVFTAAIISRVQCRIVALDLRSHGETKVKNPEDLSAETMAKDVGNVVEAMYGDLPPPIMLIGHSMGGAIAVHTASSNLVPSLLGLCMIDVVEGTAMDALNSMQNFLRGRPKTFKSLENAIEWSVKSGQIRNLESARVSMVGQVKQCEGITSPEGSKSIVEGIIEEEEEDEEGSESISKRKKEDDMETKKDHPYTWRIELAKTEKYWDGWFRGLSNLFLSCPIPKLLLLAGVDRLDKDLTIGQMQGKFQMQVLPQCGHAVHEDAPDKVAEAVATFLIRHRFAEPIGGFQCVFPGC
PAD4 inh: human PAD4 inhibitors, primary screen, biochemical, fluorescence polarization, 1536-well format; recombinant PAD4, RCA probe fluorescence polarization; inhibition, % at 6.36 µM; hit rate 0.41% among 330,000;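 active = percent inhibition above a cutoff equal to the mean of all tested compounds plus 3 SD, cut at about 15% in these data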;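 also: 0% = PAD4 with RCA probe and DMSO and 100% = probe without PAD4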
PAFAH1B3 inh: PAFAH1B3 enzyme inhibitors, primary screen, biochemical, fluorescence polarization, human; Platelet-activating factor acetylhydrolase IB subunit alpha1 (Homo sapiens), Q15102; recombinant PAFAH1B3, FP-rhodamine probe; inhibition, % at 3.39 µM; hit rate 0.28% among 340,000; AID 492972, 2010;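 active = inhibition above the screen-wide average of all tested compounds plus 3 SD, cut at about 25% in these data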;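 also: 0% = enzyme with DMSO only and 100% = wells lacking PAFAH1B3 protein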
LYPLA2 inh: LYPLA2 inhibitors, primary screen, counter-screen for PME1 inhibitor project, biochemical, fluorescence polarization, FP-Rh probe ABPP. recombinant LYPLA2. hit rate 0.38% among 320,000. inhibition, % at 5.9 µM. Acyl-protein thioesterase 2 (Homo sapiens), O95372. AID 2177, 2009;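 active = inhibition above the screen-wide mean plus 3 SD, limit set per campaign, cut at about 26% in these data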;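 also: 0% = LYPLA2 with DMSO and 100% = wells lacking LYPLA2 enzyme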
GSTO1 inh: inhibitors of recombinant GSTO1, primary screen, counter-screen for RBBP9 inhibitor project, biochemical, fluorescence polarization; hit rate 1.1% among 300,000; inhibition, % at 5.96 µM; Glutathione S-transferase omega-1 (Homo sapiens), P78417; activity-based probe fluorescence polarization;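 active = inhibition above the campaign mean inhibition plus 3 SD, cut at about 35% in these data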;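 also: 0% = GSTO1-1 with DMSO and 100% = wells lacking GSTO1-1 enzyme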
Target sequence (P78417 whole entry, looked up): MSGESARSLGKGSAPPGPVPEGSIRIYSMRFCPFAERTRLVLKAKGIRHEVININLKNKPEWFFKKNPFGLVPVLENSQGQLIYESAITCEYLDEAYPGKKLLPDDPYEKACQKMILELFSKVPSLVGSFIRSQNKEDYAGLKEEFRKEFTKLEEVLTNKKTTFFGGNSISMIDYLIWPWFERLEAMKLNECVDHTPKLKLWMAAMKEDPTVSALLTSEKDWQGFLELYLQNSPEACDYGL
PAFAH1B2 inh: PAFAH1B2 enzyme inhibitors, primary screen, biochemical, fluorescence polarization, human; recombinant PAFAH1B2, FP-rhodamine activity probe; inhibition, % at 3.39 µM; hit rate 1.2% among 340,000; Platelet-activating factor acetylhydrolase IB subunit alpha2 (Homo sapiens), P68402;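 active = inhibition above the mean of all tested compounds plus 3 SD, cut at about 24% in these data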;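 also: 0% = enzyme with DMSO and 100% = wells lacking PAFAH1B2; many of its hits are not listed in these tables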
Target sequence (P68402 whole entry, looked up): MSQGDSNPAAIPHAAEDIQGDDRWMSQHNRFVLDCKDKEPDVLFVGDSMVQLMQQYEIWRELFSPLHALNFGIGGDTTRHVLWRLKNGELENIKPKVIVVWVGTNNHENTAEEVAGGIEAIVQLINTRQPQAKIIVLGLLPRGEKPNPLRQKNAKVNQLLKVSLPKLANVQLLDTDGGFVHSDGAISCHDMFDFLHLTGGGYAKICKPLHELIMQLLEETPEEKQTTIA
PAFAH2 inh: PAFAH2 enzyme inhibitors, primary screen, biochemical, fluorescence polarization, human | hit rate 0.99% among 340,000 | recombinant PAFAH2, FP-rhodamine activity probe | AID 492956, 2010 | inhibition, % at 3.39 µM | Platelet-activating factor acetylhydrolase 2, cytoplasmic (Homo sapiens), Q99487;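 active = inhibition above the mean over all tested compounds plus 3 SD, cut at about 30% in these data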;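 also: inhibitors block probe labeling of enzyme so polarization drops; 0% = enzyme with DMSO and 100% = wells lacking PAFAH2 protein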
pPAFAH inh: pPAFAH enzyme inhibitors, primary screen, biochemical, fluorescence polarization, human; Platelet-activating factor acetylhydrolase (Homo sapiens), Q13093; inhibition, % at 3.39 µM; hit rate 1.5% among 330,000; recombinant pPAFAH, FP-rhodamine probe fluorescence polarization;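 active = inhibition above the mean inhibition across the screen plus 3 SD, cut at about 25% in these data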;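 also: inhibitors block binding of the rhodamine activity-based probe so polarization drops; 0% = enzyme with DMSO and 100% = wells lacking pPAFAH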
* hit, by the source's call; nt = no result given. The list is partial (hit frequency here may not be typical).

canonical_smiles	LYPLA1 inh	PME-1 inh	PAD4 inh	PAFAH1B3 inh	LYPLA2 inh	GSTO1 inh	PAFAH1B2 inh	PAFAH2 inh	pPAFAH inh
COc1ccccc1NC(=O)C12CC3CC(C1)CC(c1ccc(C)cc1)(C3)C2	-1	0	0	-3	2	-2	-1	-9	4
COc1ccc(-n2nc(C(=O)NCC(=O)N3CCN(C)CC3)c3ccccc3c2=O)cc1	2	4	1	4	8	6	5	11	0
CCC(C)(C)NC(=O)C(c1ccc(OC)cc1)N(C(=O)CCC(=O)Nc1cc(C)on1)c1cc(OC)ccc1OC (stereo not given)	3	2	-1	3	0	5	3	-4	1
Cn1cccc1C(=O)C(=O)Nc1ccccc1	0	8	-1	3	2	6	3	0	2
O=C(NCC(=O)N1CCCCCC1)c1ccc(OC(F)F)cc1	0	3	-5	6	-1	0	7	3	-4
Cc1nc2c(Br)c(C)nn2c2c1CCC2	2	1	-1	5	2	2	1	8	2
Cc1cc(F)ccc1NCC(=O)Nc1ccccc1Br	0	9	-3	9	-1	3	5	3	1
O=C(COc1ccc(Cl)cc1)N(Cc1ccccc1)c1ccccn1	-1	-7	2	8	6	14	0	10	1
O=C(NCCS(=O)(=O)NCc1ccccc1Cl)c1ccc2c(c1)OCO2	0	1	-4	12	3	-3	4	11	0
O=C(CCCN1C(=O)S/C(=C\C=C\c2ccccc2)C1=O)Nc1ccc(C(=O)O)cc1	-11	-17	-4	-8	-7	-10	-5	-8	-2
COC(=O)CSc1nnc2n(C3CCCCC3)c(=O)c3c4c(sc3n12)CCCC4	-2	4	6	8	8	4	9	4	5
CCOC(=O)c1c(/N=C/c2cc(C)ccc2O)sc2c1CCC2	-4	2	-2	3	-1	7	-1	-4	9
CCC(C(=O)O)N1C(=O)c2ccccc2C1=O (stereo not given)	0	1	-4	-3	4	3	9	7	-2
CC(=O)c1ccc(NC(=O)c2sc3nc(N4CCOCC4)c4c(c3c2N)CCCC4)cc1	3	4	3	4	11	0	3	1	12
CC1CCN(c2ccc([N+](=O)[O-])cc2C(=O)N2CCOCC2)CC1	3	-3	-3	2	-9	-1	5	3	-2
Cc1cc2oc(C(=O)N3CCN(Cc4ccccc4)CC3)c(C)c2cc1C	-2	-9	0	0	-2	-1	5	1	26*
C[C@@H]1CC[C@]2(C(=O)O)CC[C@]3(C)C(=CCC4[C@@]5(C)CC[C@H](O)[C@@](C)(C(=O)O)C5CC[C@]43C)C2[C@]1(C)O (stereo not given in full)	nt	nt	3	2	nt	nt	3	6	-1
Cc1cccc(CS(=O)(=O)c2ncc(CO)n2C)c1	-1	2	-6	4	-4	9	0	-4	-4
COc1ccc(N2C(=O)CC(NNC(=O)c3ccco3)C2=O)cc1 (stereo not given)	1	2	-5	6	-15	5	-1	-7	-1
CNC(C)C#Cc1ccc2sc3cccc(OC)c3c(=O)c2c1 (stereo not given)	-7	-3	-9	9	-6	2	2	8	-3
Cc1cc(NC(=O)C(=O)NCCN2CCN(S(C)(=O)=O)CC2)ccc1Br	-1	-1	-1	4	-5	5	4	3	4
Cc1ccc(S(=O)(=O)N2CCN(C(=O)Cc3ccsc3)CC2)c(C)c1	-2	4	-1	2	5	7	2	-4	3
CCNc1nc(NCC)nc(N(C#N)CCOc2ccccc2)n1	-5	0	-3	-6	3	-3	2	5	-1
Cc1cc(C)n(C(=O)c2ccc(S(=O)(=O)NCC3CCCO3)cc2)n1 (stereo not given)	-2	9	-13	12	-1	4	1	9	5
O=C(NC(=S)N1CCN(c2ccc(O)cc2)CC1)c1cccs1	1	5	-5	8	1	17	-2	3	9

Only LYPLA2 inh (two entries from above):
compound	LYPLA2 inh
CCOC(=O)c1c(/N=C/c2cc(C)ccc2O)sc2c1CCC2	-1
CCC(C(=O)O)N1C(=O)c2ccccc2C1=O (stereo not given)	4

Pulled by structure from the entries so far:
canonical_smiles	LYPLA1 inh	PME-1 inh	PAD4 inh	PAFAH1B3 inh	LYPLA2 inh	GSTO1 inh	PAFAH1B2 inh	PAFAH2 inh	pPAFAH inh
Cc1cc(C)n(C(=O)c2ccc(S(=O)(=O)NCC3CCCO3)cc2)n1 (stereo not given)	-2	9	-13	12	-1	4	1	9	5
Cn1cccc1C(=O)C(=O)Nc1ccccc1	0	8	-1	3	2	6	3	0	2
CCNc1nc(NCC)nc(N(C#N)CCOc2ccccc2)n1	-5	0	-3	-6	3	-3	2	5	-1
O=C(NCCS(=O)(=O)NCc1ccccc1Cl)c1ccc2c(c1)OCO2	0	1	-4	12	3	-3	4	11	0
CNC(C)C#Cc1ccc2sc3cccc(OC)c3c(=O)c2c1 (stereo not given)	-7	-3	-9	9	-6	2	2	8	-3

Additional entries follow.
canonical_smiles	LYPLA1 inh	PME-1 inh	PAD4 inh	PAFAH1B3 inh	LYPLA2 inh	GSTO1 inh	PAFAH1B2 inh	PAFAH2 inh	pPAFAH inh
Cc1oc(CC(C)C)cc1C(=O)NCCCC(=O)O	1	-9	-5	2	-2	1	4	-10	6
O=C(NN1CCOCC1)c1ccc(Cl)cc1[N+](=O)[O-]	-2	4	-1	6	1	1	-1	-6	3
O=C(CCN1CCN(c2ccccc2)CC1)Nc1nccs1	3	-1	-3	0	7	1	2	-15	7
N#CCOc1nc(N2CCCCC2)nc(N2CCCCC2)n1	0	1	2	-4	4	-4	7	-6	-2
CNC(=O)c1c(NC(=O)c2cccc(C)c2)sc2c1CCC2	2	9	-5	15	-5	-1	1	18	8
O=C(NC(=S)NCCSc1ccccc1)c1cccnc1	1	2	-2	6	2	4	12	0	2
S=C1NCN(CCc2ccccc2)CN1Cc1ccccc1	-2	-3	-2	2	3	4	26*	10	-3
CCOc1ccc(C(=O)NC2CCN(C(=O)Nc3ccccc3OC)CC2)cc1	1	0	-5	10	-1	1	9	-10	3
CCCSc1nc2cc(OC)c(OC)cc2c(=N)n1CCCN1CCOCC1	2	1	0	2	3	-5	2	0	2
Cc1ccsc1C1C(C#N)=C(N)N(N(C)C)C2=C1C(=O)CC(C)(C)C2 (stereo not given)	-2	5	-3	4	3	8	2	-4	5
CN(C)Cc1cc(CCNC(=O)c2ccc(Cl)cc2)ccc1O	-1	2	1	7	3	2	5	5	2
CCN(CC)S(=O)(=O)c1ccc2[nH]cc(C(=O)NCCN3CCCCC3C)c(=O)c2c1 (stereo not given)	-2	3	1	6	-2	6	1	-6	3
COc1ccc(/C=N/NC(=O)c2ccc(Br)cc2)c(OC)c1	2	1	3	13	9	0	3	5	6
NC(N)=Nc1nc(CSCC/C(N)=N/S(N)(=O)=O)cs1	2	-2	-3	0	6	3	-1	0	-2
COc1ccc(NC(=O)c2nc[nH]c2C(=O)N2CCC(C)CC2)cc1	1	5	-1	3	0	-6	3	7	7
COc1ccc(-c2nnc(SCC(=O)NC3CCCc4ccccc43)n2N)cc1 (stereo not given)	1	-9	-7	4	-5	8	-2	7	0
CC(OC(=O)Cc1c[nH]c2ccccc12)C(=O)NC1CCCCC1C (stereo not given)	6	1	6	7	10	nt	8	6	-1
Cc1cccc(N2CCN(C(=O)CN3C(=O)C4CC=CCC4C3=O)CC2)c1C (stereo not given)	0	-3	-2	7	-4	0	2	1	2
CCOc1ccc(CCNC(=O)COC(=O)c2nc(Cl)ccc2Cl)cc1OCC	-1	-4	1	4	5	8	5	-3	4
N#Cc1ccc(OC(=O)Cc2ccsc2)cc1	-3	4	-3	5	-2	-2	1	0	4
COc1ccc(NC(=O)CN2C(=O)COc3ccc(S(=O)(=O)N4CCOCC4)cc32)cc1Cl	1	1	0	4	14	-1	1	-2	1
Brc1ccc(C2Nc3cccc4cccc(c34)N2)o1	-12	19	5	17	-10	54*	7	9	21
Brc1c(CSc2nnc(-c3ccco3)o2)nc2ccccn12	-1	2	4	-3	6	3	1	6	-1
COc1ccc(C(=O)Nc2nnc(S(=O)(=O)N3CCCCCC3)s2)cc1OC	-3	-4	7	-10	3	-45	-5	7	1
COc1cc(/C=C/C(=O)O)cc(OC)c1O	5	0	-2	10	3	4	-1	-1	1

Continuation.
Results follow in this order: LYPLA1 inh, PME-1 inh, PAD4 inh, PAFAH1B3 inh, LYPLA2 inh, GSTO1 inh, PAFAH1B2 inh, PAFAH2 inh, pPAFAH inh
> Nc1nnn(CC(=O)N/N=C/c2ccc(O)cc2)n1
 : 3, 2, -2, -3, -5, 7, 5, 3, -2
> Cc1nnc(N/N=C/c2ccc(O)c([N+](=O)[O-])c2)[nH]c1=O
 : -4, -9, -7, 14, 3, 8, 4, -6, -2
> CCCCCC(=O)Nc1sc(C)c(C)c1C#N
 : 1, 0, 0, -6, 0, 0, 5, 5, 2
> CCC(C)CCN1C(Nc2ccccc2)=NC[C@@H]1Cc1ccccc1 (stereo not given in full)
 : 4, 4, -3, -2, 7, 5, 5, -4, -2
> N/C(CCS(=O)(=O)c1ccc(Cl)cc1)=N\OC(=O)c1ccccc1C(F)(F)F
 : 3, 5, 5, 2, 7, -1, 11, 7, -2
> Cc1cc(C)n(-c2cccc3cccnc23)n1
 : -4, -5, -4, 0, -2, -5, 2, 0, 6
> COc1ccc(-c2nnc(SCC(=O)N3CCCCC3)o2)cc1OC
 : 0, 3, 3, 1, -9, 7, 8, -2, 4
> Cc1cc(C(F)(F)F)nc(-n2cc(-c3cccc(N)c3)nn2)n1
 : -2, 6, 2, 7, 1, 3, 2, -2, 2
> CC(=O)Nc1ccccc1OCC(O)CS(=O)(=O)c1ccc(C(F)(F)F)cn1 (stereo not given)
 : -3, -1, 0, -3, -10, -3, 4, -1, 2
> O=C(COC(=O)c1ccccc1N1C(=O)C2C3CCC(C3)C2C1=O)c1ccccc1 (stereo not given)
 : 5, 10, 1, 5, 2, 4, -4, 0, -1
